IL1B cytotox: cytotoxicity in IL-1B stimulated HUVEC, primary screen, cytotoxicity control for IL-1B NFkB translocation project, imaging, Hoechst nuclear count, IL-1B stimulus; HUVEC cell count loss; cell count reduction, % at 2 µM; AID 845, 2007; 94,000 tested, 0.41% active;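 active = cell count reduction more than 3 SD above the screen-wide mean, cut at about 70% in these data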;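 note: normalized per plate to untreated control cells as the no-loss baseline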
sEH inh: soluble epoxide hydrolase inhibitors, primary screen, biochemical, human sEH | 91,000 tested, 0.34% active | AID 707, 2007 | recombinant human sEH enzymatic activity assay | inhibition, % at 2 µM; in the data active = inhibition above about 80%; note: values of inactives mirror those of a sister screen read the other way; many of its hits are not listed in these tables
Target sequence (P34913 whole entry, looked up): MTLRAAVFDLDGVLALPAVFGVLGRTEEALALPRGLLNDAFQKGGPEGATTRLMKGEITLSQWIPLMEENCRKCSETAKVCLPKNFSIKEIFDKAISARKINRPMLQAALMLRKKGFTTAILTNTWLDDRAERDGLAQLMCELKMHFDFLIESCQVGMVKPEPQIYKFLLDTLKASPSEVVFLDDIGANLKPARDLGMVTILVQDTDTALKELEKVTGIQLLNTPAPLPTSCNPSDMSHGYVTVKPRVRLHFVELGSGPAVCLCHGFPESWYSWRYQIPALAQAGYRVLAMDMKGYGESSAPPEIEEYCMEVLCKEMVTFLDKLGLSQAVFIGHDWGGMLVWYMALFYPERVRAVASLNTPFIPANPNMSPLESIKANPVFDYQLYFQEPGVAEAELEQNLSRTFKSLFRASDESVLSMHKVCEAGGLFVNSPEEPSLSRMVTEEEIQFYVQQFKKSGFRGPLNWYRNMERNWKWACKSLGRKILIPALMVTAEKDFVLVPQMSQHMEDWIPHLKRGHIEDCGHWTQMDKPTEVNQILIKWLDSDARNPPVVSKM
F-actin modifier: modifiers of F-actin cytoskeleton organization, primary screen, imaging, HUVEC, phalloidin staining, high-content imaging | AID 836, 2007 | 91,000 tested, 0.18% active | HUVEC TNFa F-actin phalloidin imaging | inhibition, % at 2 µM;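 active = inhibition above the batch mean plus 3 SD and confirmed as a hit by visual image inspection, cut at about 30% in these data, passing the limit was not always enough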; note: strong numbers were not always called active
ERb SRC1 inh: inhibitors of ERβ-SRC1 coactivator interaction, primary screen, biochemical, TR-FRET, ERβ LBD, SRC-1 peptide; Estrogen receptor beta (Homo sapiens), Q92731; TR-FRET ER-beta LBD / SRC1-Cy5 peptide binding; receptor agonist-loaded with 1 µM estradiol; inhibition, % at 25.6 µM; 86,000 tested, 1.3% active;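 active = compounds whose percent inhibition of the receptor-coactivator binding signal exceeds about 50% in the single-dose screen, limit read from the data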;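 note: 0% = receptor plus peptide wells without compound and 100% = peptide-only wells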
Smad3 inh: Smad3/FoxH1 peptide binding inhibitors, primary screen, biochemical, TR-FRET | Mothers against decapentaplegic homolog 3 (Homo sapiens), P84022 | TR-FRET Smad3/Dy647-FoxH1 peptide binding, europium anti-His | inhibition, % at 25 µM | 88,000 tested, 0.29% active | AID 630, 2007;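 active = compounds that reduce the energy-transfer binding signal between the protein and its labelled peptide by more than half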;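 note: 0% = Smad3 plus labelled peptide maximal FRET and 100% = peptide-only background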
Target sequence (P84022 whole entry, looked up): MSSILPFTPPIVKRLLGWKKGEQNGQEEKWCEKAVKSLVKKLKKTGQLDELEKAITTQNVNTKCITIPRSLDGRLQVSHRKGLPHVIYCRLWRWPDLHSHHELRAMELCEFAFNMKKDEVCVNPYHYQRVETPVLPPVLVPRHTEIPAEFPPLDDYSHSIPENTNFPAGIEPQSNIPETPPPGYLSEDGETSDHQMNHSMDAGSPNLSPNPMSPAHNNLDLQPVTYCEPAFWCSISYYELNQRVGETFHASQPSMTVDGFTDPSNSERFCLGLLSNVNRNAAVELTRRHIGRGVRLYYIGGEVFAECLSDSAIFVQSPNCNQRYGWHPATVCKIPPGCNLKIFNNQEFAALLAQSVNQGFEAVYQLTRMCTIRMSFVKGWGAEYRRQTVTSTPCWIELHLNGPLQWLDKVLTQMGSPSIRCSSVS
VCAM1 TNFa inh: inhibitors of TNFa-induced VCAM1 expression, primary screen, imaging, HUVEC, TNFa stimulus, immunofluorescence. HUVEC TNFa-induced VCAM-1 immunofluorescence, high-content imaging. inhibition, % at 2 µM. 95,000 tested, 0.48% active;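 active = inhibition above the batch mean plus 3 SD, with images confirmed as a hit by eye, cut at about 37% in these data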;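 note: 0% = TNF-stimulated DMSO wells and 100% = unstimulated control wells; not every result past the cut was called active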
HUVEC tox TNFa: cytotoxicity in TNFa-stimulated HUVEC, primary screen, cytotoxicity control for VCAM1 expression modulator project, imaging, Hoechst nuclei count; HUVEC TNFalpha-stimulated, Hoechst cell count; cell count reduction, % at 2 µM; 93,000 tested, 0.17% active;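 active = cell count reduction exceeding the screen mean by over 5 SD, scaled to untreated wells per plate, cut at about 78% in these data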;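 note: cells counted after 24 h of TNF alpha exposure following the 1 h pretreatment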
Candida biofilm: clotrimazole potentiators killing Candida biofilms, primary screen, with clotrimazole, Alamar Blue | 85,000 tested, 0.14% active | C. albicans biofilm + clotrimazole | AID 834, 2007 | inhibition, % at 6 µM;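 active = inhibition above 20%; inactive = inhibition below 20%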;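 note: preformed 24 hr biofilms exposed to compound for 48 hr; 0% = biofilm without compound and 100% = blank killed by clotrimazole plus chlorhexidine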
sEH activator: soluble epoxide hydrolase activators, primary screen, biochemical, human sEH. Bifunctional epoxide hydrolase 2 (Homo sapiens), P34913. purified human sEH enzymatic activity, activator screen. activation, % at 2 µM. 91,000 tested, 0.04% active; in the data active = activation above about 37%; note: values of inactives mirror those of a sister screen read the other way
* marks the source's active call; other numbers are inactive results; . = no result given; & = joins results of further samples; [ ] = another dose, or the depositor's remark.

mol,ERb SRC1 inh,HUVEC tox TNFa,Smad3 inh,F-actin modifier,Candida biofilm,IL1B cytotox,sEH inh,sEH activator,VCAM1 TNFa inh
CCOC(=O)c1c(N)sc(=S)c2c1CCC2,70*,-8,8[fluorescence artefact?],-32,2,-36,10,-10,-8
COc1cccc(N(CC(=O)N2CCc3ccccc3C2)S(C)(=O)=O)c1,-6,-38,11,.,6,-6,8,-10,20
Cc1cccc2cc(C(c3nnnn3CC3CCCO3)N3CCCc4ccccc43)c(=O)[nH]c12 (stereo unspecified),-1,-13,-16,-32,-3,-2,-12,13,-4
COc1ccc(C)cc1-n1nnnc1SCC(=O)c1cc(C)n(Cc2ccco2)c1C,34[fluorescence artefact?],27,8[fluorescence artefact?],-58,5,40,-11,14,-2
CCn1c(SCC(=O)OC)nnc1C1CCCCC1,-20[fluorescence artefact?],8,3,-10,5,-16,8,-6,0
Nc1c(C(=O)NCc2ccc(Cl)cc2)sc2nc3c(c(C(F)(F)F)c12)CCC3,.,14,.,-35,.,-3,-8,6,-6
COc1ccc(-c2cc(C(=O)NC3CCCC3)no2)cc1OC,.,6,.,-36,.,-14,0,2,-9
COCCCNC(=O)c1ccc(NS(C)(=O)=O)cc1,4,-11,-5,11,-5,-18,-14,14,21
COc1ccc(NC(=O)CN(c2cccc(F)c2)S(C)(=O)=O)cc1OC,-20,-11,-5,10,6,-19,1,3,3
Cc1onc(-c2ccccc2Cl)c1C(=O)Nc1nnc(-c2ccc(Br)cc2)s1,33[fluorescence artefact?],-27,-13,4,1,-3,18,-16,11
Cc1cc(NC(=O)c2cccc3ccccc23)cc(C)c1OCC(=O)N1CCOCC1,2,11,-4,7,3,-8,-3,6,24
Cc1ccc(CN2C(=O)CCSc3ccc(Cl)cc32)cc1,.,-8,.,-42,.,-33,2,-3,1
O=C(N/N=C\c1ccccc1)c1sccc1-n1cccc1,.,4,.,9,.,2,21,-22,1
COc1ccc(NC2=NC(=S)N(c3cccc(C)c3)C23CCCCC3)cc1,.,-52,.,14,.,-16,8,-7,-17
CC(C)(C)OC(=O)NCC(=O)N1CCC(C(=O)O)CC1,-6,-21,-8,18,5,-17,2,-3,11
CCOc1ccc(C(=O)N(Cc2ccc(N(C)C)cc2)C2CCS(=O)(=O)C2)cc1 (stereo unspecified),-10,1,-3,6,5,22,-9,14,-7
CCCCCCn1c2c(c(=N)c3c1CCC3)CCC2,4,-21,-1,13,5,2,5,-4,2
CC1(C)CC(C)(c2ccc(O)cc2O)N(c2ccc3ccccc3c2)C(=S)N1 (stereo unspecified),11,-34,2,-10,5,-7,7,-5,-3
COCc1c(C(N)=O)nnn1-c1nonc1N,-5,-11,4,35,11,21,-2,3,-3
O=C1CC(C(=O)Nc2ccccc2)C2(CCCCC2)O1 (stereo unspecified),-8,-22,18[fluorescence artefact?],12,2,7,-2,3,0
Cc1cc(NCCO)c2cc(O)ccc2n1,.,-20,.,5,.,-15,12,-11,3
Fc1ccc(Cn2c(SCc3ccc(F)c(C(F)(F)F)c3)nnc2C(F)(F)F)cc1,.,-17,.,-27,.,-24,4,-1,5
O=C1CC(c2ccco2)CC2=C1C1c3ccccc3C(=O)N1c1ccccc1N2 (stereo unspecified),-5,.,2,.,2,.,-7,7,.
CN1C(=O)C2(c3ccccc31)C1CCCC=C1C(C#N)=C(N)C2(C#N)C#N (stereo unspecified),-1,1,-5,-4,2,-6,2,-2,5
CCOc1ccc(/C=C2/C(=O)N(c3ccc(OC)cc3)C(=S)N2CC(=O)OC)cc1OCC,-10,-13,-4,14,2,3,-7,10,0
CCC(=O)Nc1ccc2nc(C3CC3)n(Cc3ccccc3)c(=O)c2c1,-1[fluorescence artefact?],-5,2,-1,2,-10,4,-4,12
CCOC(=O)c1sc2ncnc(N3CCN(c4ccc(OC)cc4)CC3)c2c1C,.,-10,.,27,.,5,-10,9,2
O=C(CCc1nc(-c2ccccc2)no1)N1CCCC1,-10[fluorescence artefact?],-6,3,16,4,-17,-3,0,14
COc1ccc(-c2nnc3sc(CCN4C(=O)c5ccccc5C4=O)nn23)cc1,4,-16,-2,21,6,3,6,-5,0
CCOC(=O)C1CCN(C(=O)CS(=O)Cc2nc(-c3ccc(C)cc3)oc2C)CC1 (stereo unspecified),-10[fluorescence artefact?],-16,-1,-8,10,15,.,.,25
COC(=O)c1ccc(NC(=O)CN2CCOCC2)cc1,3,-10,-2,-12,6,-8,-10,12,-9
O=C(Cn1c(=O)oc2ccccc21)NC(=O)NCc1ccco1,21[fluorescence artefact?],-11,-2,3,4,22,4,-3,-1
CC(=O)C1=C(O)C(=O)N(Cc2cccnc2)C1c1ccc(C)cc1 (stereo unspecified),-9,-20,7,13,1,7,14,-14,-3
CCOC(=O)c1cnc2c(C)cccc2c1NCc1ccco1,6,-17,6,-4,9,-19,-4,6,18
COc1ccc(C(=O)CSc2nnc(C(CO)NC(=O)c3ccc(OC)cc3)n2C)cc1 (stereo unspecified),-16,-8,14,-11,4,-7,0,-1,-6
O=C(CSc1nc2ccccc2c2nc3ccccc3n12)NCc1ccco1,48[fluorescence artefact?],11,-16,14,0,-13,-7,6,-10
CCOC(=O)N1CCC(N(CCOC)C(=O)Nc2ccc(C)c(C)c2)CC1,-2[fluorescence artefact?],10,-11,-20,3,11,6,-7,-9
O=C1N=C(c2ccccc2)C(c2ccccc2)N1 (stereo unspecified),.,-10,.,29,.,10,2,-4,9
Cc1ccc(CCNC(=O)c2nnn(-c3cccc(C)c3)c2N)cc1,5,-43,5,28,0,-16,0,0,4
C=CCNC(=S)NNC(=O)C(CCCC)CC(C)O (stereo unspecified),2,-15,9,3,-4,-66,4,-5,12
CC(/C=C/c1ccccc1)=N\NC(=O)C1CC1(C)c1ccccc1 (stereo unspecified),-8,7,-1,7,.,32,7,-3,26
O=C(Nc1cc2c3c(c1)C1CCCC1CN3CC1CCCC21)c1ccc([N+](=O)[O-])cc1 (stereo unspecified),.,-16,.,-7,.,8,3,-4,3
Cc1ccc(S(=O)(=O)N2CCCC2C(=O)Nc2nc3c(s2)CCCC3)cc1 (stereo unspecified),13,-12,-12,14,-1,11,7,-2,13
O=C1CSC(c2ccc3c(c2)OCO3)N1c1ccc(Oc2ccccc2)cc1 (stereo unspecified),-6,13,-4,-8,10,4,2,1,11
CCOC(=O)c1ccc(NC(=O)CCC(CC)C(=O)O)cc1 (stereo unspecified),-2[fluorescence artefact?],-2,-4,6,4,-6,.,.,1
C/C(Nc1ccccc1)=C(/C#N)C(N)=O,3,-6,96*[fluorescence artefact?],-8,-4,.,5,-5,-1
COc1ccc2c(c1)c(=O)oc1cc(OCC(=O)NC3CC3)ccc12,48[fluorescence artefact?],8,10[fluorescence artefact?],-4,8,-6,-4,4,-11
COC(=O)c1cc2n(n1)CCN(Cc1ccc(OC)cc1)C2=O,.,4,.,12,.,-45,.,.,6
Cc1ccc(S(=O)(=O)NCC(=O)OC2CCOC2=O)cc1 (stereo unspecified),0,-15,1,32,11,-7,-3,3,11
Cc1noc(C)c1CSc1nnc(-c2ccccc2)n1N,-8,-16,9,8,2,-77,0,2,20

Remaining list, next part
mol,ERb SRC1 inh,HUVEC tox TNFa,Smad3 inh,F-actin modifier,Candida biofilm,IL1B cytotox,sEH inh,sEH activator,VCAM1 TNFa inh
CN(C)Cc1cnc2ccc(Cl)cn12,.,-2,.,24,.,87*,0,-2,15
O=C1OCC(CO)(CO)N=C1NNc1ccc(Cl)c(Cl)c1,.,1,.,-4,.,4,11,-10,22
COc1ccc(C(OC(=O)c2ccco2)C(=O)NC2CCCCC2)cc1OC (stereo unspecified),-4,0,-10,-8,4,9,7,-8,22
O=C(COC(=O)CNS(=O)(=O)c1ccccc1)Nc1ccc(Cl)cn1,1,-5,-13,.,1,4,0,0,0
O=C(O)CCSc1ccc2ccccc2n1,5,-41&-36,-1[fluorescence artefact?],4&-2,6,-4&7,3&-1,0&-1,-4&-14
Cc1cccc(N(CC(=O)NC2CCCC2)C(=O)c2cc3cc4cccc(C)c4nc3s2)c1C,.,-31,.,16,.,-38,12,-9,8
CCOC(=O)Cc1csc(NC(=O)CC(C)(C)C)n1,2,-28,-4,21,8,-5,-10,14,3
C=CCSc1nnc(NC(=O)CSc2ccccn2)s1,-26,-5,0,-4,2,-41,-6,10,-4
Cc1ccc(-c2nc3cccnc3o2)cc1NC(=O)COc1ccc(Cl)cc1C,32[fluorescence artefact?],0,9[fluorescence artefact?],35,3,17,4,-5,-7
CC(C)(C)c1nnc2sc(SCCN3C(=O)c4ccccc4C3=O)nn2c1=O,0,6,-3,-61,.,-16,-14,13,-17
Cc1ccc(C2CN(c3ccccc3)CC2C(=O)c2ccc(F)cc2)cc1 (stereo unspecified),.,0,.,-10,.,-4,6,-8,12
Cc1ccc(C)c(CSc2nnc(-c3cccs3)n2Cc2ccco2)c1,-7,-18,24,-15,7,-13,5,-5,3
COc1ccc(C(C(=O)NC2CCCC2)N(Cc2ccccc2)C(=O)CNC(=O)c2ccco2)cc1 (stereo unspecified),17,-4,5,-5,1,19,7,-9,13
CN(C)c1ccc(C(=O)c2ccc(N(C)C)c3ccccc23)cc1,-6,84*,-4,2,2,52,-4,7,99*
O=C1/C(=C/c2ccncc2)SC(=S)N1C1CCS(=O)(=O)C1 (stereo unspecified),.,-29,.,-11,.,-37,-4,2,-16
O=C(c1cccnc1)N1CCC(c2nc3ccccc3[nH]2)CC1,-4,-14,-3,12,5,10,.,.,-61
O=C(NCCCN1CCOCC1)[C@@H]1CSC2c3ccccc3C(=O)N21 (stereo partly specified),2,.,5,-4,-1,-4,1,0,.
Cc1ccc(NC(=S)NNC(=O)c2ccco2)cc1,.,-5,.,-16,.,-3,2,0,-1
COc1cc(C2c3c(-c4ccccc4)n[nH]c3C(=O)N2c2ccccc2)ccc1O (stereo unspecified),-1,27,-4,-33,3,4,4,-3,48
COc1ccc(OC)c(C2=NOC(C(=O)N3CCCc4ccccc43)C2)c1 (stereo unspecified),-15,-18,-6,0,4,-11,-16,15,24
CCc1ccccc1N(CC(=O)O)S(C)(=O)=O,0[fluorescence artefact?],-19,-10,32,0,12,-8,8,6
CC1=C(C(=O)NCc2ccccc2)C(c2cc(Br)cc(Br)c2OC(C)C)NC(=O)N1 (stereo unspecified),0,7,14,0,4,12,-5,1,19
Cc1ccccc1Cn1c(C(=O)OC(C)C)cc2c1ccn2C,-20,3,-4,-10,6,-9,-1,3,12
Cc1nnc(Sc2c(N)n(C)c(=O)[nH]c2=O)s1,.,2,.,-27,.,3,4,-3,5
Cc1ccccc1C(=O)/C=C1\NC(=O)CS1,-1,-2,0,29,5,17,-4,7,1

Assay outcomes (PubChem)

This is a subset, so the mix of outcomes need not match the whole.
